TNAP inh Pi: inhibitors of human tissue-nonspecific alkaline phosphatase; P05186; 21,000 tested, under 10 active; purified TNAP, pNPP, malachite green phosphate absorbance; inhibition, % at 20 µM
Target sequence (P05186 whole entry, looked up): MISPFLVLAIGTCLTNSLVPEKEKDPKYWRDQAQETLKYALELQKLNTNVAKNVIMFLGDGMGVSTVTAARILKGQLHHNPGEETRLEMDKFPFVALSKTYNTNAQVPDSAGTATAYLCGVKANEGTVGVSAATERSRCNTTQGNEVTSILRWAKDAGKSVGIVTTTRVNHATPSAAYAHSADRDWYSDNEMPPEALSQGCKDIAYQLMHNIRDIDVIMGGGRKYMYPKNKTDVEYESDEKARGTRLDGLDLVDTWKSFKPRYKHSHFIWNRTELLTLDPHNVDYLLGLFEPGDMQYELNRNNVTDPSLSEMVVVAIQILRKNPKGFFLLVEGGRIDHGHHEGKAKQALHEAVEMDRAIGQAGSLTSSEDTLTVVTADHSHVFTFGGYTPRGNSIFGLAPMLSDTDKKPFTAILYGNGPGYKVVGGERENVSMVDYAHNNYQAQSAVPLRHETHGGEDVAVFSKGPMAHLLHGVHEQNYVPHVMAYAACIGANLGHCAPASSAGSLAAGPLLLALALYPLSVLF
TNAP inh pNP: inhibitors of human tissue-nonspecific alkaline phosphatase; purified TNAP, pNPP hydrolysis, absorbance 405 nm; AID 615; inhibition, % at 20 µM; 21,000 tested, under 10 active;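 also: 0% = DMSO only wells and 100% = 1 mM levamisole wells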
Active calls of the source: *.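 The calls were made as follows: active = inhibition above 50% at the 20 µM single-dose screen; inactive = the rest.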 These rows are one share of the data; count on the stated rates, not on these rows.

SMILES	TNAP inh Pi	TNAP inh pNP
COc1ccccc1Nc1nc2c(s1)CCC2	9	5
COc1cccc(C(O)CC(N)=O)c1 (centres undefined)	6	2
O=C(NC1CCCC1)c1ccc(Br)s1	8	2
COc1ccc(C(=O)COC(=O)Cn2nnc3ccccc32)cc1Br	2	-7
CCOC(=O)N1CCN(c2c(F)cc3[nH]c(=S)[nH]c3c2Br)CC1	-8	0
CC(=O)NC1C(=O)N=C(SCC(=O)NCc2ccccc2)NC1=O (centres undefined)	-17	4
COc1cc(NC2=CC(=O)CC(C)(C)C2)cc(OC)c1OC	5	0
Cc1c(NC(=O)Cn2cnc3c(=O)n(C)c(=O)n(C)c32)cccc1-c1nc2ccccc2o1	3	-1
Cc1onc(-c2ccccc2Cl)c1C(=O)Nc1ccc(CN2CCCC2)cc1	11	1
Cc1c(Br)cc(-c2nnco2)cc1Br	-8	6

Overlap with the part before: 4 entries, then new ones.
SMILES	TNAP inh Pi	TNAP inh pNP
COc1cc(NC2=CC(=O)CC(C)(C)C2)cc(OC)c1OC	5	0
Cc1c(NC(=O)Cn2cnc3c(=O)n(C)c(=O)n(C)c32)cccc1-c1nc2ccccc2o1	3	-1
Cc1onc(-c2ccccc2Cl)c1C(=O)Nc1ccc(CN2CCCC2)cc1	11	1
Cc1c(Br)cc(-c2nnco2)cc1Br	-8	6
Cc1cccc(C)c1N1C(=O)C2ON(c3ccccc3)C(c3ccncc3)C2C1=O (centres undefined)	10	4
COc1ccc(-c2nc3ccccc3c(=O)n2CCCn2ccnc2)cc1	31	29
Cn1ncc2c1ncn1c(-c3ccccc3Cl)nnc21	12	3
O=C(c1ccccc1F)N1CCN(c2ccccc2F)CC1	0	0
Cc1cc(NC(=O)CSc2nnc(-c3ccoc3C)o2)no1	12	5
Cc1occc(=O)c1OC(=O)Nc1ccccc1	3	4
O=C(CSc1nc2ccccc2c(=O)n1-c1ccccc1)NCc1ccco1	-7	4
O=C(Nc1ccccc1)Nc1nncs1	8	2
CC(=O)NC12CC3CC(C1)CC(C(=O)OCC(=O)c1ccc4c(c1)OCCO4)(C3)C2	7	-1
CCOC(=O)Cc1csc(NC(=O)CCS(=O)(=O)Cc2ccccc2)n1	8	-1
COc1cc(C(=O)NCC(=O)n2nc(C)cc2C)cc(OC)c1OC	6	5
CCn1nc(C)c(Oc2ccccc2O)c1C	1	6
Cn1nc(SCC(=O)O)sc1=S	10	4
COc1ccc(N(CC(=O)Nc2cccc(N(C)S(C)(=O)=O)c2)S(C)(=O)=O)cc1OC	0	-2
CCCCn1c(=N)n(CC(=O)C(C)(C)C)c2ccccc21	5	1
COc1cccc(-n2c(COc3ccc(C)cc3)nnc2SCC(N)=O)c1	12	6
Cc1ccc(-n2c(SCC(=O)N3CCOCC3)nnc2-c2ccncc2)cc1	4	4
COc1ccc(-n2c(N)c(C(=O)NCC3CCCO3)c3nc4ccccc4nc32)c(OC)c1 (centres undefined)	5	-1
Cc1ccccc1-n1nc(C)c2cc(C(=O)N3CCN(S(=O)(=O)c4ccc(F)cc4)CC3)sc21	-4	7
CCn1cc(C(=O)NC2CC3CCC2C3)c(=O)c2ccc(C)nc21 (centres undefined)	6	4
CCNS(=O)(=O)c1ccc(NC(=O)Nc2cccc(C(F)(F)F)c2)cc1	0	0
O=C(NCC(=O)N(c1cccnc1)C(C(=O)NCc1ccco1)c1ccccc1)c1ccco1 (centres undefined)	10	0
O=C(Nc1ccccc1N1CCCC1)c1cc2ccccc2o1	-5	6
Cc1cc(C(F)(F)F)c2c(=O)[nH]c(=O)n(Cc3ccccc3)c2n1	12	5
Cc1onc(-c2ccccc2)c1C(=O)Nc1nnc(COc2ccc(Cl)cc2)s1	8	6
CCC(C)(C)n1nnnc1C(c1cccc(C#N)c1)N1CCN(c2cccc(C)c2C)CC1 (centres undefined)	12	5
O=c1c2ccccc2nnn1CSc1nc2sc3c(c2c(=O)n1CC1CCCO1)CCC3 (centres undefined)	15	4
COc1ccc(C=NCCCN2CCOCC2)cc1	5	-2
OC1CCCCC1Sc1nc2ccccc2s1 (centres undefined)	-20	1
Cc1ccc(-n2nc(C)c3c(-c4cccs4)c(C#N)c(N)nc32)cc1	6	-1
COC(=O)C(CC(=O)c1ccc(Br)cc1)n1ccnc1 (centres undefined)	13	9
C=CCOc1nc(-c2ccncc2)nc2ccccc12	0	0
COCCOC(=O)c1c(C)oc2ccc(OCc3cc(C(=O)OC)oc3C)cc12	6	3
COc1cc(-c2nc3ccccn3c2NCC2CCCO2)ccc1O (centres undefined)	-2	-9
COC(=O)CSC1=C(C#N)C(=O)NC2(CCCCC2)S1	3	-3
C(=C\c1ccccc1)/CN1CCN(C(c2ccccc2)c2ccccc2)CC1	5	2
c1ccc(-c2cc(N3CCCCCC3)n[nH]2)cc1	4	2
CCOC(=O)c1ccc(NC(=O)C2C3C=CC(C3)C2C(=O)O)cc1 (centres undefined)	5	-7
CCn1c(SCC#N)nc2c(c1=O)C1(CCCC1)Cc1ccccc1-2	-10	5
Cc1noc(C)c1COC(=O)CCCc1nc2ccccc2s1	11	-1
CC(=O)N[C@@H](CS)C(=O)O	11	5
CC(C)CNS(=O)(=O)c1ccc(C(=O)Nc2ccc3c(c2)OCCO3)cc1	-10	4
O=c1cc(-c2ccccc2)nc2nc(SCc3ccccc3)[nH]n12	3	-10
FC(F)C(F)(F)C1=CC(c2ccccc2)=NCCN1	14	2
Cc1nc(/C=[N+](\[O-])C(C)(C)/C=N/O)n(O)c1C	4	-1
C/C(=C\c1ccccc1)CN1CCN(c2ccccc2)CC1	6	5
Cc1ccc(S(=O)(=O)CCc2nc3ccccc3n2CCC#N)cc1	6	2
O=C(NCCc1ccccn1)C1CC(=O)N(Cc2ccccc2Cl)C1 (centres undefined)	19	6
CC1CCCN(C(=O)CSc2nnc(-c3ccc(S(=O)(=O)N4CCOCC4)cc3)n2C)C1 (centres undefined)	5	-3
Cc1cc(NC(c2cccnc2)c2ccc3cccnc3c2O)no1 (centres undefined)	7	5
The list goes on:
SMILES	TNAP inh Pi	TNAP inh pNP
Cc1ccc2[nH]c(=O)c(CN(C)C(=O)c3ccccn3)cc2c1	-17	5
C=C(C)COc1ccc(-c2n[nH]c(C)c2-c2ccccc2OC)c(O)c1	16	6
COc1ccc2[nH]c(=O)c3c(c2c1)OC(C)(C)C=C3	11	5
CCOC(=O)C1=C(N)Oc2cc(C)[nH]c(=O)c2C1c1ccncc1 (centres undefined)	5	0
CC1CN(S(=O)(=O)c2ccccc2)CC(C)O1 (centres undefined)	9	6
OCCNc1ncnc2ccc(Br)cc12	6	0
CS(=O)(=O)Nc1ccc(S(=O)(=O)NCCc2ccccc2)cc1	-22	3
CS(=O)(=O)C1=C(O)C(=O)N(CCCC(=O)O)C1c1ccccc1F (centres undefined)	1	-5
COc1cccc(C(=O)N2CCSC2=S)c1	10	4
CCOc1ccc(NC(=O)C(C)Sc2nnnn2C)cc1 (centres undefined)	8	0
Cc1noc(C)c1C(=O)OC(C(=O)NC1CCCC1)c1ccc(F)cc1 (centres undefined)	-6	0
Cc1ccnn2c(-c3ccccc3)c3c(=O)n(C)c(=O)n(C)c3c12	14	8
CC(C)COc1ccc(C(=O)OCCN2CCOCC2)c(O)c1	0	0
OC(CNCCc1ccc(Cl)cc1)COCc1ccco1 (centres undefined)	2	8
O=C(O)C1[C@H]2C(=O)N(Cc3cccs3)C[C@]23C=C[C@H]1O3 (some centres undefined)	11	6
CCCNC(=O)CCC(=O)Nc1ncc(-c2ccc(C)cc2)n1C	10	0
Cn1c(=O)c2c(ncn2CC(=O)N2CCN(c3cccc(Cl)c3)CC2)n(C)c1=O	-30	1
O=C(COc1ccccc1)Nc1cccc2nsnc12	0	0
O=C(O)c1cc2c(ccc3ccccc32)o1	6	4
Cc1cc(=O)oc2n[nH]c(-c3ccccc3)c12	7	4
Cc1cc(C)n(/N=C/c2cccc(O)c2)c(=O)c1C(N)=O	-1	-2
COc1ccc(OC)c(NS(=O)(=O)c2cccs2)c1	-3	9
CC(=O)N1CC=C2C(C#N)=C(N)C(C#N)(C#N)C(C)C2C1 (centres undefined)	-20	4
CC(C)C(=O)Nc1cccc(-c2cn3ccsc3n2)c1	4	0
CCOC(=O)CSc1nnc(C2CCCCC2)n1C	1	-2
CCCOC(=O)c1ccc(OC(=O)c2ccco2)cc1	-48	-42
COc1ccc(OC)c(C2C(C(C)=O)=C(O)C(=O)N2Cc2cccnc2)c1 (centres undefined)	9	6
CCn1nnnc1SCC(=O)Nc1cccc(NC(C)=O)c1	-5	-5
Cc1ccc(S(=O)(=O)Cn2nnnc2CN2CCN(C(=O)c3ccco3)CC2)cc1	7	0
Cc1cccc(-c2c3c(=O)n(C)c(=O)n(C)c3cn2CCO)c1	12	6
COc1ccc(-c2cc3ccccc3oc2=O)cc1NC(=O)c1ccc(Br)o1	-5	-15
O=C(O)CSc1nnc(-c2ccco2)o1	7	-5
O=C(CN1CCCC1)Nc1ccc(-c2nc3cc(NC(=O)CN4CCCC4)ccc3o2)cc1	-2	-12
COP(=O)(/C=C/c1ccccc1)C(O)c1ccc(F)cc1 (centres undefined)	-1	4
CCN1C(=O)N(CC)C(O)(c2ccccc2)C1(O)c1ccccc1 (centres undefined)	-1	3
Cc1cc(SCCC(=O)O)nc2ccccc12	11	3
CC(C)[C@H](NC(=O)Nc1ccc(S(N)(=O)=O)cc1)C(=O)O	-3	5
CCCCCOc1ccc(/C=c2\sc3ncnn3c2=O)cc1	12	6
Cc1cc(C)c2cc(C#N)c(N3CCCC3)nc2c1	3	5
CCc1ccccc1NC(=O)CSC1=C(C#N)C(c2ccc3c(c2)OCO3)C2=C(CCCC2=O)N1 (centres undefined)	2	2

An excerpt from above in order of the TNAP inh Pi value, descending.
SMILES | TNAP inh Pi
Cc1cc(SCCC(=O)O)nc2ccccc12 | 11
CCc1ccccc1NC(=O)CSC1=C(C#N)C(c2ccc3c(c2)OCO3)C2=C(CCCC2=O)N1 (centres undefined) | 2
COc1ccc(-c2cc3ccccc3oc2=O)cc1NC(=O)c1ccc(Br)o1 | -5

Next section:
SMILES	TNAP inh Pi	TNAP inh pNP
CCOC(=O)c1ccc(NC(=O)c2ccc(CN3CCOCC3)cc2)cc1	5	3
CNc1nc(Oc2ccccc2C(=O)OC)nc(SC)n1	2	3
O=C(OC(C(=O)NC1CCCC1)c1ccccc1F)c1ccco1 (centres undefined)	8	2
COC(=O)c1ccc(C(=O)OC)c(NC(=O)CN2CCN(c3ccccc3)CC2)c1	-5	-9
O=C(CNS(=O)(=O)c1ccccc1)N1CCN(c2ccccc2)CC1	0	0
C=CCn1c(SCC(=O)c2ccccc2)nnc1-c1ccc2c(c1)OCO2	13	6
CN(C/C(O)=C(\C#N)c1ccccc1)C1CCCCC1	14	3
Cn1nnnc1SCC1=C(C(=O)O)N2C(=O)[C@@H](NC(=O)[C@H](O)c3ccccc3)[C@H]2SC1	4	-1
CCOc1ccc2[nH]c(=O)c(CN(CCO)C(=O)c3ccc(F)cc3)cc2c1	-3	-2
CCOC(=O)c1cc(OCC(=O)NC(C)C(C)C)cc(C(=O)OCC)c1 (centres undefined)	9	-1

Brought forward from above: three entries, followed by the next part.
SMILES	TNAP inh Pi	TNAP inh pNP
Cn1nnnc1SCC1=C(C(=O)O)N2C(=O)[C@@H](NC(=O)[C@H](O)c3ccccc3)[C@H]2SC1	4	-1
CCOc1ccc2[nH]c(=O)c(CN(CCO)C(=O)c3ccc(F)cc3)cc2c1	-3	-2
CCOC(=O)c1cc(OCC(=O)NC(C)C(C)C)cc(C(=O)OCC)c1 (centres undefined)	9	-1
CCn1c(COc2ccccc2C)nnc1SCC(=O)Nc1cc(C)on1	8	3
COc1cccc2cc(C(=O)NCC3CCCO3)c(=O)oc12 (centres undefined)	12	-1
Cc1cnc(NC(=O)c2ccc3c(c2)C(=O)N(Cc2ccco2)C3=O)s1	16	2
O=C(O)c1cccc(S(=O)(=O)N2CCCC2)c1	-6	1
CSCC[C@H](NC(=O)OC(C)(C)C)c1nnc(SCC(=O)N(C)C)o1	2	1
CC(=O)c1cccc(NC(=O)NC2CCCCC2)c1	-10	3
O=C(CSc1nnnn1-c1ccccc1)Nc1ccc(N2CCOCC2)c(Cl)c1	10	1
CCOC(=O)CN1C(=O)C(O)(C2CCc3ccccc3C2=O)c2ccccc21 (centres undefined)	6	6
COCC(=O)N(CCc1ccc(OC)cc1)Cc1nc2ccccc2c(=O)[nH]1	4	8
COc1ccc(CC(NC(C)=O)C(=O)NC2CCN(c3nnnn3-c3ccccc3)CC2)cc1 (centres undefined)	9	2

Retrieved by structure from above:
SMILES	TNAP inh Pi	TNAP inh pNP
O=C(O)c1cccc(S(=O)(=O)N2CCCC2)c1	-6	1
CSCC[C@H](NC(=O)OC(C)(C)C)c1nnc(SCC(=O)N(C)C)o1	2	1
CCn1c(COc2ccccc2C)nnc1SCC(=O)Nc1cc(C)on1	8	3
COc1ccc(CC(NC(C)=O)C(=O)NC2CCN(c3nnnn3-c3ccccc3)CC2)cc1 (centres undefined)	9	2
COCC(=O)N(CCc1ccc(OC)cc1)Cc1nc2ccccc2c(=O)[nH]1	4	8

Next structures:
SMILES	TNAP inh Pi	TNAP inh pNP
c1ccc(OCc2nn3c(C4CCCCC4)nnc3s2)cc1	8	3
N#CC1=C(N)C(C#N)(C#N)C(c2cccnc2)C2CCCC=C12 (centres undefined)	7	-2
Cc1cccc(OCC(=O)Nc2ccc3c(c2)nc(CCN2CCN(C)CC2)n3C)c1	14	6
COCCNC(=O)c1c(N)n(-c2cccc(C)c2)c2nc3ccccc3nc12	7	-3
CC(NC(=O)CSc1nnc(COc2ccccc2)o1)c1ccccc1 (centres undefined)	6	1
CCn1c(SCC(=O)N2CCN(S(=O)(=O)c3ccccc3)CC2)nnc1-c1cccs1	6	3
CCC(=O)n1nc(-c2ccco2)nc1SCc1ccccc1	0	0
COc1ccc(N2CCN(c3nc4c(c(=O)[nH]c(=O)n4C)n3CCCc3ccccc3)CC2)cc1	13	5
CC(NC(=O)NCCCn1ccnc1)(C(F)(F)F)C(F)(F)F	10	4

Assay outcomes: PubChem BioAssay, Sanford-Burnham Center for Chemical Genomics
